Screening results: PubChem, several laboratories
Yfh1-depleted yeast: mitochondrial function rescue without frataxin homolog – Friedreich's ataxia, plus single-dose screen, dose response (AID 1465); S. cerevisiae Yfh1-off respiration, WST-1 reduction, 72 h; higher fold induction means a stronger effect; fold induction at 50 µM, or EC50 in µM where a hit was titrated; 220,000 compounds, 0.074% hits;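 active = fold induction of absorbance versus untreated yeast above a set limit, then at least 30% activation at any dose in follow-up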;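 also: activators that raise dye reduction in frataxin-depleted yeast; strong numbers were not always called active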
Insulin prom up: MIN6 insulin promoter up-regulation | MIN6 insulin promoter-GFP reporter, high-content imaging; active compounds read high | z-score at 5 µM | 190,000 compounds, 0.3% hits | AID 1625;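 active = z-score above 3 at 5 µM with at least 500 cells counted in the well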
HIV peptide binding: cell-free HIV fusion peptide-binding blockers – biochemical, uHTS, fluorescence dequenching, primary screen (AID 1986); 290,000 compounds, 0.3% hits; inhibition, % at 20 µM, or IC50 in µM where a hit was titrated; cell-free peptide binding, fluorescence dequenching, 30 min; higher % means a stronger effect; in the data active = inhibition mostly above about 52%, no sharp cut-off; inactive = mostly below about 76%; also: some results filed as inactive read as strong as hits
AID2073: inhibitors of Mint1-CaV2.2 protein interaction, biochemical, HTRF (AID 2073) | 290,000 compounds, 0.19% hits | HTRF protein-protein interaction, Mint1-CaV2.2; higher % means a stronger effect | inhibition, % at 20 µM; hits with a dose series show IC50 in µM; in the data active = inhibition mostly above about 51%, no sharp cut-off; also: some results filed as inactive read as strong as hits
Dynein transport: dynein cargo transport inhibition; 3617.4 mouse cells, GR-EGFP nuclear translocation imaging; test concentration mostly 20 µM; stimulated with dexamethasone, 1 µM; active compounds read low; z-score, hits read low; 220,000 compounds, 0.47% hits; AID 1381;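 active = plate z-score of nuclear minus cytoplasmic receptor signal below a set negative limit, without overly bright fluorescence or cell loss, cut at about -3.5 in these data, passing the limit was not always enough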;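 also: z-score of nuclear minus cytoplasmic ring GR-EGFP intensity difference per well; some compounds called inactive have numbers as strong as hits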
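Buffer or medium: tet-free, stripped-serum medium; reagent: dexamethasone at 1.0 µM final, 30 min; incubation: 48 h induction, 1 h compound, 30 min dex at 37 °C; measured by: formaldehyde fixation, Hoechst nuclear stain, 10x automated fluorescence imaging; read-out: nuclear-to-cytoplasmic GR-EGFP distribution per well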
Autophagy mod: modulators of autophagy; MEF GFP-LC3 puncta imaging; test concentration mostly 10 µM; calls only at 10 µM (by protocol); 190,000 compounds, 0.98% hits; AID 463193;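 active = percentage of spot-positive cells more than 3 SD above its plate mean, without a fluorescence outlier flag or 80% toxicity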;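 also: spot-positive cell cutoff set from DMSO-treated cells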
MT stabilize HCS: stabilizes microtubules in HeLa cells | HeLa tubulin immunostaining HCS, 24 h; share of cells brighter than vehicle mean+2SD | % tubulin-high responders, % at 10 µM | 200,000 compounds, 0.83% hits;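 active = plate Z-score above 3 for both tubulin-high and condensed-nucleus cell shares, with cell loss under 80%, at 10 µM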;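 also: anti alpha tubulin signal scored within the nucleus-defined area of each cell; some results filed as inactive read as strong as hits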
b-catenin transl: beta-catenin nuclear translocation modulation; 190,000 compounds, 0.3% hits; nuclear translocation activity, % at 5 µM; HeLa beta-catenin nuclear translocation, immunofluorescence imaging;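 active = nuclear translocation activity above 50% at 5 µM, with a well cell count of 50 or more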;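 also: per-cell ratio of nuclear to cytoplasmic median beta-catenin stain intensity; plate controls were DMSO negative control for no effect and GSK-3 inhibitor IX positive control for full effect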
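Test system: human HeLa cells, endogenous beta-catenin. Times: 24 h compound exposure, 37°C. Measured by: beta-catenin immunofluorescence imaging with DAPI.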
WT yeast gro inh: growth inhibition of WT yeast, mitochondrial fusion screen | inhibition, % at 10 µM | 190,000 compounds, 2.1% hits | AID 1362 | mitochondrial fusion phenotypic screen, WT strain; in the data active = inhibition above about 58%; tested in S. cerevisiae
WT yeast gro inh mutant strain: second read-out of WT yeast gro inh, no call of its own (marks repeat the call); inhibition, %; mitochondrial fusion phenotypic screen, mutant strain inhibition
Dynein transport cytoplasmic EGFP: recorded beside Dynein transport, whose call it bears; z-score; measured here: cytoplasmic GR-EGFP intensity; active compounds read high
Dynein transport nuclear GR-EGFP: recorded beside Dynein transport, whose call it bears; z-score; measured here: nuclear GR-EGFP intensity;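 lower value marks the stronger effect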
Dynein transport cell count: further read-out of Dynein transport, marked with its call; z-score; measured here: cell count per field
Insulin prom up cell count: also measured in Insulin prom up; calls as there; cell count; measured here: cytotoxicity, nuclei count;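 total cells summed across four imaged fields per well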
b-catenin transl cell count 5 µM: also measured in b-catenin transl; calls as there; cell count; measured here: cell count, cytotoxicity flag
MT stabilize HCS Hoechst-high %: also measured in MT stabilize HCS; calls as there; % Hoechst-high responders; measured here: nuclear condensation Hoechst responders;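 share of cells brighter than vehicle mean plus two SD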
MT stabilize HCS cytotoxicity %: recorded beside MT stabilize HCS, whose call it bears; toxicity, %; measured here: cytotoxicity by cell density;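 0% = mean cell density of plate MIN control wells and 100% = no cells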
Autophagy mod cell loss 18 h: also measured in Autophagy mod; calls as there; toxicity, %; measured here: cell loss, nuclei count;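 cell loss after 18 h compound exposure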
The depositor's hits bear a star; i = inactive; nt = not tested or not shown.

No.	SMILES	HIV peptide binding	AID2073	Dynein transport	MT stabilize HCS cytotoxicity %	Autophagy mod cell loss 18 h	Yfh1-depleted yeast	Dynein transport nuclear GR-EGFP	MT stabilize HCS Hoechst-high %	WT yeast gro inh	Insulin prom up	WT yeast gro inh mutant strain	b-catenin transl	MT stabilize HCS	Autophagy mod	Insulin prom up cell count	Dynein transport cell count	b-catenin transl cell count 5 µM	Dynein transport cytoplasmic EGFP
1	CCN(C(=O)CCc1nc(-c2ccc(OC)cc2)no1)c1cc(OC)ccc1OC	-1.5%	3%	-0.48	7.0	25	i	0.34	0.7	-9	0.49	-15	-3.6	2.2	i	778	1.5	1149	-0.28
2	Cc1cc(Nc2cccc(F)c2)n2nc(C)nc2n1	-0.1%	5%	1.2	9.5	-6	i	0.97	2.1	10	-0.67	-2	3.8	2.6	i	1307	-0.16	949	-0.16
3	CCOn1c(=O)c(-c2cc3ccccc3o2)[n+]([O-])c2ccccc21	7.1%	-6%	-0.74	5.6	-4	i	-0.13	1.1	19	0.14	22	-1.1	3.0	i	1268	0.73	1071	-0.18
4	O=C(Nc1cccn(Cc2c(Cl)cccc2Cl)c1=O)c1ccccc1Cl	-1.7%	-8%	-0.31	4.3	3	i	-0.34	0.5	8	-0.47	26	-1.1	2.8	i	1522	0.67	1367	-0.2
5	O=C1CN2NC(=S)N(c3ccccc3)C2=CN1c1ccc(Cl)cc1	-1.9%	-2%	0.14	9.2	1	i	0.78	1.9	21	-0.04	9	0.2	4.4	i	1422	-1	1470	-0.15
6	COc1ccccc1-c1c(C)nn2c(N3CCC(C(N)=O)CC3)cc(C)nc12	0.4%	13%	-0.84	6.4	nt	i	-0.41	2.5	0	-0.64	-11	-0.5	6.7	nt	1809	0.027	1174	-0.22
7	COc1ccc(CNC(=O)COC(=O)CCCOc2ccc(Cl)cc2Cl)cc1	-0.5%	4%	-0.49	3.6	15	i	-0.22	2.8	-6	0.68	5	7.8	2.3	i	1341	0.88	1031	-0.27
8	COc1ccc(NC(=O)c2cccnc2)c([N+](=O)[O-])c1	-0.3%	18%	2.3	54*	3	i	0.93	15*	16	0.37	12	2.9	22*	i	1284	-1.6	1026	0.37
9	CCC(=O)Nc1ccccc1-c1nnn(CC(=O)N2c3ccccc3CC2C)n1 (stereo not drawn)	-1.9%	3%	2.3	9.6	4	i	1.8	1.1	-1	0.63	6	-2.5	0.6	i	724	-1.9	1004	0.23
10	O=C1C2C(C(=O)N1/N=C/c1cc([N+](=O)[O-])ccc1O)C1C=CC2C12CC2 (stereo not drawn)	1.3%	7%	-0.3	7.1	9	i	0.21	2.4	10	nt	14	nt	3.0	i	nt	0.88	nt	-0.16
11	Cc1ccc(-c2nn(-c3ccccc3)cc2C(=O)N2CCN(c3ccccn3)CC2)cc1	1.0%	26%	0.57	9.5	4	i	0.47	11	50	0.11	28	-1.6	4.7	i	1348	0.08	1142	-0.29
12	Cc1ccc(-c2nnc(SCC(=O)NC(=O)Nc3ccc(C)cc3C)n2N)cc1	-1.9%	-1%	-0.27	5.5	9	i	-0.26	2.4	1	0.42	-1	1.8	2.8	i	1559	0.67	1051	-0.23
13	Cc1nnc(C)n1/N=C/c1ccc(C(=O)O)cc1	-3.1%	-1%	0.39	7.4	-2	i	0.28	1.7	-12	0.63	1	-1.7	1.0	i	901	-0.29	1157	-0.18
14	O=C(O)C[C@@H](O)C(=O)O	3.8%	12%	-0.85	10	6	i	0.11	2.3	3	nt	-3	nt	2.4	i	nt	0.67	nt	-0.26
15	COc1ccccc1N=Nc1nc(-c2ccccc2)c(-c2ccccc2)[nH]1	-1.0%	5%	-0.55	2.4	0	>100µM*	-0.64	1.9	64*	-0.89	14*	1.5	5.7	i	1225	1	1134	-0.3
16	COc1cc(C(O)P(=O)(OCC(C)C)OCC(C)C)cc(OC)c1OC (stereo not drawn)	-2.0%	0%	0.77	5.4	9	i	0.08	1.1	-10	-0.27	-14	-0.1	3.2	i	1558	-0.051	1363	-0.17
17	COc1cc2c(C(=O)N3CCOCC3)c(CSc3ccccc3)n(C)c2cc1Br	-0.1%	-3%	0.95	4.9	34	i	0.52	2.6	60*	-0.89	21*	1.6	2.6	i	1301	-0.54	1005	-0.26
18	CCC(=O)Nc1ccc(NC(=O)Cc2ccccc2)cn1	6.7%	-3%	0.87	4.9	6	i	0.31	2.4	-9	-0.56	8	-5.0	4.0	i	1551	-0.81	910	-0.19
19	COc1ccc(O)c(CN2CCN(CCc3ccccc3)C(CCO)C2)c1 (stereo not drawn)	0.4%	2%	-1.1	3.8	-2	i	-0.96	1.3	2	-0.48	-2	0.1	2.3	i	1346	1.6	1011	-0.28
20	O=C(CSc1nnc2c3c4c(sc3ncn12)CCCC4)NCc1ccco1	0.3%	8%	-1.4	6.0	3	i	-1.3	3.0	9	-0.15	13	-2.1	4.7	i	776	0.98	1091	-0.34
21	COc1ccc(CC(=O)Nc2ccc(S(=O)(=O)N(C)C)cc2)cc1OC	-0.2%	24%	0.16	4.1	14	i	0.97	1.6	6	-0.29	6	-1.8	1.8	i	1576	0.064	1327	-0.16
22	COCCCNC(=O)c1cc2c(=O)n(C)c3ccccc3c2n1C	-2.1%	-1%	-0.41	37*	-1	i	-0.015	24*	14	-0.77	10	nt	13*	i	964	-0.31	nt	-0.12
23	O=C(NCc1nnc(SCc2ccc(F)cc2)n1-c1ccc(F)cc1)C12CC3CC(CC(C3)C1)C2	-0.5%	-2%	0.018	6.7	11	nt	-0.18	1.8	-10	0.55	-2	3.1	4.0	i	1409	-0.17	1156	-0.13
24	Cc1ccc(O)c(C(=O)c2cnn(C(=O)COc3ccc(Cl)cc3)c2)c1	0.9%	9%	-0.5	1.2	2	i	-0.26	1.6	-3	0.46	12	-1.2	5.7	i	1327	-0.002	946	-0.23
25	Cc1cc(C(=O)Nc2c(F)cc(F)cc2Br)c(C)o1	3.1%	24%	-0.4	9.7	-4	i	-0.26	1.7	-13	nt	1	-8.0	1.8	i	nt	-0.17	1045	-0.024
26	COc1ccc(CCN=CC2=C(O)CCCC2=O)cc1OC	-2.9%	-3%	-0.44	11	-12	i	0.018	2.1	4	-1.1	0	-1.5	2.2	i	1255	0.62	734	-0.19
27	COc1ccc(NS(=O)(=O)c2cc(NC(=O)CCSc3ccccc3)ccc2OC)cc1	1.0%	7%	-0.47	13	1	i	-0.26	1.8	2	0.43	22	-0.1	1.7	i	1271	1.3	883	-0.24
28	Nc1nc(SCC(=O)N2CCOCC2)n[nH]1	1.3%	-5%	-0.23	23	12	i	0.36	1.7	3	-0.78	-5	0.2	6.2	i	1496	1	1481	-0.28
29	O=C(CN1CCN(C/C=C/c2ccccc2)CC1)Nc1cc([N+](=O)[O-])ccc1Cl	-1.1%	-10%	-0.32	7.4	-3	i	-0.5	2.6	18	0.85	34	nt	1.5	i	1340	0.52	nt	-0.31
30	CCN(CC)c1ccc(S(=O)(=O)N2CCOCC2)cc1NC(=O)CN1CCN(Cc2ccccc2)CC1	-0.7%	6%	-0.46	nt	nt	i	0.37	nt	nt	-0.52	nt	0.6	nt	nt	1009	-0.8	1316	-0.23

Some entries already given, limited to Yfh1-depleted yeast and b-catenin transl.
No.	SMILES	Yfh1-depleted yeast	b-catenin transl
30	CCN(CC)c1ccc(S(=O)(=O)N2CCOCC2)cc1NC(=O)CN1CCN(Cc2ccccc2)CC1	i	0.6
28	Nc1nc(SCC(=O)N2CCOCC2)n[nH]1	i	0.2
29	O=C(CN1CCN(C/C=C/c2ccccc2)CC1)Nc1cc([N+](=O)[O-])ccc1Cl	i	nt
26	COc1ccc(CCN=CC2=C(O)CCCC2=O)cc1OC	i	-1.5

Fetched by structure from the entries so far:
No.	SMILES	HIV peptide binding	AID2073	Dynein transport	MT stabilize HCS cytotoxicity %	Autophagy mod cell loss 18 h	Yfh1-depleted yeast	Dynein transport nuclear GR-EGFP	MT stabilize HCS Hoechst-high %	WT yeast gro inh	Insulin prom up	WT yeast gro inh mutant strain	b-catenin transl	MT stabilize HCS	Autophagy mod	Insulin prom up cell count	Dynein transport cell count	b-catenin transl cell count 5 µM	Dynein transport cytoplasmic EGFP
1	CCN(C(=O)CCc1nc(-c2ccc(OC)cc2)no1)c1cc(OC)ccc1OC	-1.5%	3%	-0.48	7.0	25	i	0.34	0.7	-9	0.49	-15	-3.6	2.2	i	778	1.5	1149	-0.28
28	Nc1nc(SCC(=O)N2CCOCC2)n[nH]1	1.3%	-5%	-0.23	23	12	i	0.36	1.7	3	-0.78	-5	0.2	6.2	i	1496	1	1481	-0.28
16	COc1cc(C(O)P(=O)(OCC(C)C)OCC(C)C)cc(OC)c1OC (stereo not drawn)	-2.0%	0%	0.77	5.4	9	i	0.08	1.1	-10	-0.27	-14	-0.1	3.2	i	1558	-0.051	1363	-0.17
